TCR-CD3 inh – human TCR-CD3 binding inhibition | TAMRA-labeled TCR probe fluorescence, biochemical | hit rate 0.37% among 360,000 | AID 651800 | inhibition, % at 9.4 µM; in the data active = inhibition above about 19%;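 note: recombinant mutant TCR 2C K166C tagged with TAMRA read by polarization; 0% = receptor in buffer alone and 100% = receptor with positive control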
mABHD4 FP – ABHD4 (mouse) inhibition, primary FP screen; Q8VD66; purified mABHD4, FP-Rh probe fluorescence polarization; inhibition, % at 8.92 µM; hit rate 0.54% among 370,000; AID 720543;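 active = inhibition exceeding the mean over every tested compound plus 3 SD, cut at about 30% in these data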;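 note: 0% = plate median of compound wells and 100% = S159A mutant with DMSO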
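Assay system: wild-type mouse ABHD4 protein; compound: single nominal dose of 8.92 µM, 0.89% DMSO final; schedule: 45 min + 60 min at 25 °C; measured by: FP readout, ex 525 nm / em 598 nm; evaluation: % inhibition of FP-Rh probe binding versus controls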
NR1D1 modulator – Rev-erb alpha (human) modulation | Rev-erbα–FITC-DNA binding, fluorescence polarization, 90 min | P20393 | AID 1259318 | activity, % at 10 µM | hit rate 0.79% among 370,000;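 active = activity above about 14%, limit read from the data; passing the limit was not always enough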;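 note: 0% = DMSO wells with 35 nM protein and 100% = DMSO wells with 750 nM protein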
UHRF1 binding – UHRF1 methyl-DNA binding inhibition | Q96T88 | UHRF1 binding to methylated oligo, TR-FRET | inhibition, % at 4.4 µM | hit rate 0.75% among 370,000; in the data active = inhibition above about 21%;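 note: UHRF1 SRA domain binding a hemimethylated CpG hairpin DNA probe; 0% = median of test compound wells and 100% = reference inhibitor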
Target sequence (Q96T88 whole entry, looked up, the tested form may be a part): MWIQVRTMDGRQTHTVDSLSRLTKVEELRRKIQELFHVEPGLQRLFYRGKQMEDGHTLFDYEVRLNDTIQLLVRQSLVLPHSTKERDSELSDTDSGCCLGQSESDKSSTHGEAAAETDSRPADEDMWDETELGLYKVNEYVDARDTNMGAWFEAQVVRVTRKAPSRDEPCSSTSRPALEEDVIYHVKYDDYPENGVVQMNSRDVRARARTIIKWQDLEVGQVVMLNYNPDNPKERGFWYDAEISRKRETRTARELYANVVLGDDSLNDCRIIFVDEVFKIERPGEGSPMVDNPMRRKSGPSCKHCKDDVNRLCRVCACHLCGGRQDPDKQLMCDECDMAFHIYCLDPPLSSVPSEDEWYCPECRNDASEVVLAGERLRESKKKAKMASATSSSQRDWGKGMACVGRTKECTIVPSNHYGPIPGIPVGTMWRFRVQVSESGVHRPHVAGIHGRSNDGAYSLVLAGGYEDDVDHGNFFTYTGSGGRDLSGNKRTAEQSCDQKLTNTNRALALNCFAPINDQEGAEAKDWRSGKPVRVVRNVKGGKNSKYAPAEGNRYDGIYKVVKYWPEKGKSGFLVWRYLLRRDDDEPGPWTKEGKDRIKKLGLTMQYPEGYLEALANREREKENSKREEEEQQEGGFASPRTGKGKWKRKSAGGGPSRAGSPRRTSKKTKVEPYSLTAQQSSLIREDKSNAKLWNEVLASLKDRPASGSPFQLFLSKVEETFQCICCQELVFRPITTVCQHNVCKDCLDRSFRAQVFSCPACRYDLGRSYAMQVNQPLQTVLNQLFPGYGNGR
PG9 binder – PG9 antibody binding by small molecule. TR-FRET gp120-PG9 antibody binding. inhibition, % at 6.7 µM. hit rate 0.43% among 360,000. AID 624416; in the data active = inhibition above about 8.5%
rCAG RNA binder – r(CAG) repeat RNA binding; inhibition, % at 3 µM; TO-PRO-1 dye displacement fluorescence; AID 651821; hit rate 1.3% among 370,000;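 active = inhibition above the plate cutoff, the mean of all test compounds on that plate plus 3 SD, cut at about 35% in these data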;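 note: 0% = DMSO alone and 100% = 100 µM mitoxantrone as full dye displacement; higher means more dye released from RNA so lower well fluorescence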
MBD2 inh – MBD2-methylated oligo binding inhibition; inhibition, % at 4.4 µM; hit rate 0.31% among 370,000; TR-FRET, MBD2 binding to methylated oligonucleotide; Q9UBB5; in the data active = inhibition above about 13%
PRMT1 FP inh – PRMT1 (human) inhibition, primary screen; recombinant PRMT1, activity-based probe fluorescence polarization; inhibition, % at 2.79 µM; hit rate 1.3% among 370,000; AID 652257;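 active = inhibition above about 21% made by adding two undisclosed values, limit read from the data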
LEDGF integ inh – blocks HIV-1 LEDGF/p75-dependent DNA integration | TR-FRET IN-LEDGF/p75 DNA integration, Eu/Cy5 | inhibition, % at 3.7 µM | hit rate 0.64% among 370,000;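 active = inhibition above the screen-wide mean plus 3 SD, cut at about 13% in these data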;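 note: signal is the Cy5 over europium emission ratio at 671 and 618 nm; 0% = plate median of compound wells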
HTRA1 inh – inhibitors of human serine peptidase HTRA1; AID 504803; inhibition, % at 5.96 µM; hit rate 0.5% among 340,000; recombinant HTRA1, FP-rhodamine activity-based probe, fluorescence polarization; Q92743; in the data active = inhibition above about 36%;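 note: 0% = enzyme with DMSO and 100% = wells lacking enzyme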
* hit, by the source's call; / = no result given; & = joins results of further samples.

SMILES	TCR-CD3 inh	mABHD4 FP	NR1D1 modulator	UHRF1 binding	PG9 binder	rCAG RNA binder	MBD2 inh	PRMT1 FP inh	LEDGF integ inh	HTRA1 inh
O=C1OCC2=C1C(c1ccc3c(c1)OCO3)Sc1ccccc1N2 (configuration not stated)	5	0	4	-1	-1.8	2	0	2	0	-14
O=C(O)c1sccc1SCc1ccc(Cl)cc1Cl	1	-3	4	1	-0.4	15	3	4	10	-14
CC1(C)Cc2c(c(-c3ccco3)[nH]c(=O)c2C#N)CS1	15	30*	-7	15	-1.1	20	-1	74*	18*	8
CC1CCN(S(=O)(=O)c2cccc(C(=O)NNC(=O)c3ccco3)c2)CC1	1	5	1	30*	1.2	4	5	4	1	0
COc1ccc(NS(=O)(=O)c2cnc[nH]2)cc1	1	0	-6	0	2.9	0	5	2	-2	-3
CCOc1ccc(S(=O)(=O)N(C)c2ccc(OCC(=O)N3CCOCC3)cc2)cc1	-2	-6	7	4	0.1	1	3	-4	4	3
Cc1ccc(S(=O)(=O)NCC(=O)NCc2cc(=O)n(C)c(=O)n2C)cc1C	-4	-1	-2	0	-1.0	2	-1	-3	0	0
O=C(NCCCCCCNC(=O)c1cccs1)c1cccs1	-4	-1	-4	7	0.5	3	0	-2	1	8
CCOC(=O)c1cnc(-n2nc(C)cc2C)nc1NCCc1ccccc1	-4	-18	-5	0	-3.5	-4	-4	-5	10	15
O=C(Nc1ccccc1Sc1ccccc1)c1ccccc1F	2	-8	-3	1	0.7	-2	1	0	-2	-27
O=C(CCN1C(=O)c2ccccc2S1(=O)=O)N1CCN(c2ccc(F)cc2)CC1	9	-1	2	-3	0.8	-5	3	-1	5	-1
C[C@@H]1CCCN1c1ccc2c(c1)O[C@@H]1CCN(C1)S2(=O)=O	/	-3	1	5	/	4	5	3	-1	/
CC1=NNC(=O)C1Cc1ccccc1C (configuration not stated)	2	-1	-3	-2	3.8	-1	-8	1	-1	-4
O=C(NCC1CCCO1)c1ccc2c(c1)N(Cc1ccccc1)C(=O)CS2=O (configuration not stated)	3	0	-3	0	0.1	6	1	24*	-1	0
COc1cc(C2C(C(=O)c3ccco3)=C(O)C(=O)N2CC2CCCO2)ccc1O (configuration not stated)	4	9	5	10	-0.9	0	1	0	-2	2
Cn1cc(Br)c(C(=O)NC2CCCCC2)n1	1	-3	-2	-2	-4.4	-1	-5	0	1	-2
CCN(CC)c1ccc(C(=O)OCC(=O)Nc2cc(C)on2)cc1	-6	-1	-3	0	0.9	-2	-3	-2	3	-10
Cc1cccc(N2CCN(C(C(=O)NCc3ccccc3)c3ccco3)CC2)c1C (configuration not stated)	0	-7	2	-2	0.1	0	2	2	-2	/
CC1(C)OC(=O)C=C[C@]2(C)[C@H]3CC[C@@]4(C)[C@H](c5ccoc5)OC(=O)[C@H]5O[C@]54[C@]3(C)C(=O)C[C@@H]12	-3	0	-6	0	0.1	-4	1	0	-1	-1
O=C(CN1C(=O)CCC1=O)Nc1nc(-c2nc3ccccc3s2)cs1	-1	-13	-2	-4	0.1	6	4	6	4	-3
CC(=O)c1ccc(S(=O)(=O)NCCC(=O)NC(C)c2ccncc2)cc1 (configuration not stated)	-3	1	-2	-2	-1.1	2	4	3	-4	2
COC(=O)c1sccc1NC(=O)CCC1CCCC1	-4	2	5	-3	-2.4	-3	-3	0	2	-2
CCOc1ccc(S(=O)(=O)N2CCN(c3ccc(C)cc3C)CC2)cc1	5	1	5	1	-2.7	2	1	-3	-3	-15
O=C(NCCc1ccccc1)C(NS(=O)(=O)c1cccc2nsnc12)c1ccccc1 (configuration not stated)	4	0	-5	-4	-2.2	10	-7	-2	-1	2
CC(C)(C)c1cc(C(=O)O)n[nH]1	8	-1	-3	-2	1.3	0	-7	3	-4	5
C=CCN(c1ccccc1)S(=O)(=O)c1cccc(C(=O)O)c1	0	-1	-6	2	-2.8	4	-2	-3	2	-2
Cn1c2c(c3cc([N+](=O)[O-])ccc31)CCCC2	-7	-9	-6	3	-2.2	3	-5	-2	1	-4
O=S(=O)(c1ccc2c(c1)OCCO2)N1CCN(S(=O)(=O)c2c(F)cccc2F)CC1	/	-1	3	0	/	/	1	2	-1	/
Cc1c(C(=O)N2CCN(C)CC2)oc2ccc(Br)cc12	-3	1	5	-4	0.1	-2	-3	-1	-5	5
COc1cc(C(=O)NC2CCCCN(C(C)C)C2=O)cc(OC)c1OC (configuration not stated)	/	3	1	-4	/	1	-7	0	0	/
O=C1NC(=Nc2ccc(Cl)cc2)SC1Cc1cccc(Cl)c1Cl (configuration not stated)	-5	14	-1	-1	1.1	8	2	1	1	-3
COc1ccccc1CC(=O)N1CCN(c2ccc(F)cc2)CC1	1	-5	-2	-1	-1.4	-2	-2	9	7	-9
O=C(COc1ccc(Cl)cc1Br)NCC(c1ccco1)N1CCCC1 (configuration not stated)	6	5	3	-3	-0.9	5	-3	-2	2	-22
NC(CSC12CC3CC(CC(C3)C1)C2)C(=O)O (configuration not stated)	4	2	-1	-2	-1.2	-2	1	0	-1	-10
CCN(CC)C(=O)c1cc2c(=O)n3ccccc3nc2s1	-5	5	-14	-2	0.8	1	-4	5	-2	-2
Cn1c(SCC(=O)NNC(=O)c2ccccc2)nnc1C1CC1	10	-1	-2	-2	-1.3	2	-1	-2	-2	7
COc1ccc(-c2nn(-c3ccccc3)cc2/C=N/Nc2ccc3ccccc3n2)cc1OC	4	-3	7	-1	-1.2	6	-2	1	3	-38
Cn1nc(-c2ccc(OCC(=O)Nc3ccccc3)cc2)c2ccccc2c1=O	0	-7	-6	-6	1.0	-5	1	-4	3	-2
CCN(CC)S(=O)(=O)c1cccc(-c2n[nH]c(=S)n2/N=C/c2ccc(OC)cc2)c1	-7	5	5	1	0.6	50*	4	59*	-2	-6
O=C(N/C(=C\c1cccc([N+](=O)[O-])c1)C(=O)N(CCO)CCO)c1ccco1	5	-2	0	0	0.5	2	-3	-4	-2	-16
C=CCn1c(SCc2ccccc2C#N)nnc1-c1ccccc1O	2	-6	-6	0	-0.6	-4	-1	-2	-2	-9
Cc1cc(C)c(NC(=O)NC2CCCCC2)c(C)c1	5	-2	-5	-5	-0.6	1	-11	-2	-1	-6
C=CCn1c(-c2ccc3ncccc3c2)n[nH]c1=S	4	0	5	-1	0.6	1	-4	-1	-3	4
O=C1CC(N2CCN(S(=O)(=O)c3ccccc3F)CC2)C(=O)N1c1ccc(F)cc1F (configuration not stated)	7	7	0	-1	-1.6	2	2	2	5	0
O=C(c1ccc(Cl)c(S(=O)(=O)NCc2ccco2)c1)N1CCN(c2ccc(F)cc2)CC1	5	-2	-5	-1	-3.1	-3	2	0	0	-2
CC[n+]1cc(C)ccc1/C=C/c1ccc(N(C)C)cc1	-21	-99	17	-41	-16	-32	-31	0	-2	-4
O=c1c(-c2ccc(Cl)cc2)[n+]([O-])c2ccccc2n1OCc1ccccn1	-2	4	-5	-2	4.2	-4	-1	1	-1	10
CN(C)C(=S)N=c1ssc(=S)n1Cc1ccccc1	-2	1	4	-9	0.2	3	-4	2	-2	15
Cn1c2ccccc2n2c(=O)c(=O)n(CC(=O)c3ccc(Cl)cc3)nc12	-1	0	4	-2	-1.9	3	-1	-4	0	0
O=C(NCC1CCCO1)c1cccc(NS(=O)(=O)c2ccc(Br)cc2)c1 (configuration not stated)	10	7	-1	-1	-0.8	6	-3	-2	-1	-1
O=C(CCN1CCCCC1)N1CCc2c([nH]c3ccccc23)C1c1cccnc1 (configuration not stated)	8	-1	0	0	1.1	2	-5	-4	-1	-3
COc1c2ccoc2cc2oc(=O)ccc12	1	-2	-5&5	-6	-3.2	3	1	-1	-4	2
O=C(COc1ccc(Cl)cc1)NCCSc1ccccc1	8	-6	-2	-2	0.1	-5	-10	-2	-1	-11
CC(C)(C)C1CCN2CCC[C@](c3ccccc3)(C1)[C@@]21CO1 (some centres not stated)	6	0	-4	-1	0.7	3	0	-1	1	/
Cc1ccsc1C(=O)OCC(=O)N1CCN(c2ccccc2)CC1	0	0	-5	1	3.1	0	-1	-1	0	8
CCC(C(=O)Nc1cc(C)on1)c1ccccc1 (configuration not stated)	-2	11	-3	-3	-1.5	-3	1	0	4	2
CCOC(=O)[C@]12CCC=C1N(Cc1ccc(Cl)cc1Cl)C(=O)[C@H](CC(=O)NCc1ccc(C)o1)C2	-3	-10	0	5	-0.3	11	9	35*	-3	/
C=CCc1c(C)nc(-c2ccccc2)nc1N/N=C(\C)c1ccc(N)cc1	7	-2	0	0	-1.6	0	1	-2	1	-19
CCOC(=O)Cc1ccc(Nc2nc(NCCOC)nc3ccsc23)cc1	-3	2	2	2	2.8	-1	10	3	1	/
Cc1ccc(NC(=O)CSc2nc(C)c(C)c(C)n2)c([N+](=O)[O-])c1	3	1	2	0	-0.9	-6	-5	-4	2	-1

Next results
SMILES	TCR-CD3 inh	mABHD4 FP	NR1D1 modulator	UHRF1 binding	PG9 binder	rCAG RNA binder	MBD2 inh	PRMT1 FP inh	LEDGF integ inh	HTRA1 inh
COc1ccc(N2CC(C(=O)Nc3nnc(SCC(=O)NC(C)(C)C)s3)CC2=O)cc1 (configuration not stated)	0	1	-2	-3	1.4	0	2	-3	-1	-2
COC(=O)c1ccc(C2/C(=C(\O)c3ccc4c(c3)OCCO4)C(=O)C(=O)N2c2nnc(C)s2)cc1 (configuration not stated)	5	-2	7	-1	2.4	20	-1	-2	5	-7
O=C(Nc1nc2ccsc2c(=O)s1)c1ccc(F)cc1Cl	-4	-2	21	7	-14	0	-6	-6	0	7
Cc1c(C(=O)N2CCC(C)(C(=O)NS(=O)(=O)C3CC3)C2)oc2ccccc12 (configuration not stated)	-2	0	1	0	0.7	2	2	-2	2	/
CCC(C)NCC(=O)Nc1ccc([N+](=O)[O-])cc1C(=O)Nc1ccccc1F (configuration not stated)	-2	0	-6	0	1.8	1	-9	4	-2	-7
O=c1c2[nH]c3ccc(F)cc3c2ncn1CCN1CCOCC1	-12	-11	-1	8	-0.7	1	-3	-1	-6	6
O=C(NCCCCc1ccccc1)Nc1cccc(F)c1	-3	-17	-3	0	-1.3	-2	2	0	3	-19
Cc1cc2c(cc1S(=O)(=O)Nc1ccc(OC(F)(F)F)cc1)OCC(=O)N2	1	-11	0	-1	-4.1	9	-1	-2	0	-13
O=C(CCCN1C(=O)C2CC=CCC2C1=O)Nc1ccccc1Cl (configuration not stated)	4	-4	0	-1	-1.5	0	-8	-1	-2	3
N#Cc1cn(OCc2ccccc2)c(=O)[nH]c1=O	-1	4	1	4	0.8	3	-5	-3	2	0
CC(NCc1ccc(F)cc1)C(=O)Nc1cc(S(=O)(=O)N2CCCCC2)ccc1Cl (configuration not stated)	-5	-7	-1	2	0.8	0	-2	5	4	-13

Full records from above:
Entry for COC(=O)c1ccc(C2/C(=C(\O)c3ccc4c(c3)OCCO4)C(=O)C(=O)N2c2nnc(C)s2)cc1 (configuration not stated) → TCR-CD3 inh = 5; mABHD4 FP = -2; NR1D1 modulator = 7; UHRF1 binding = -1; PG9 binder = 2.4; rCAG RNA binder = 20; MBD2 inh = -1; PRMT1 FP inh = -2; LEDGF integ inh = 5; HTRA1 inh = -7
Entry for Cc1c(C(=O)N2CCC(C)(C(=O)NS(=O)(=O)C3CC3)C2)oc2ccccc12 (configuration not stated) → TCR-CD3 inh = -2; mABHD4 FP = 0; NR1D1 modulator = 1; UHRF1 binding = 0; PG9 binder = 0.7; rCAG RNA binder = 2; MBD2 inh = 2; PRMT1 FP inh = -2; LEDGF integ inh = 2; HTRA1 inh = /

These rows are one share of the data. The share of hits here may be higher or lower than overall.
